Screens: PubChem, several laboratories
AID2073 – inhibitors of Mint1-CaV2.2 protein interaction, biochemical, HTRF (AID 2073) | Voltage-dependent N-type calcium channel subunit alpha-1B (Homo sapiens) | HTRF protein-protein interaction, Mint1-CaV2.2; higher % means a stronger effect | inhibition, % at 20 µM, or IC50 in µM where a hit was titrated | 290,000 tested, 0.19% active; in the data active = inhibition mostly above about 51%, no sharp cut-off; note: some results filed as inactive read as strong as hits
bCat nuc transl – modulators of beta-catenin nuclear translocation, primary screen, imaging, HeLa cells, immunofluorescence, high-content; nuclear translocation activity, % at 5 µM; 190,000 tested, 0.3% active;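 active = nuclear translocation activity above 50% at 5 µM, with a well cell count of 50 or more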;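 note: per-cell ratio of nuclear to cytoplasmic median beta-catenin stain intensity; plate controls were DMSO negative control for no effect and GSK-3 inhibitor IX positive control for full effect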
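System: HeLa cells, endogenous beta-catenin; compound dosing: 5 µM primary single dose, 0.1% DMSO, 0.02–20 µM confirmation series; incubation: 24 h compound exposure at 37°C, 5% CO2; signal: beta-catenin immunofluorescence imaging with DAPI; evaluation: % activation, nuclear-to-cytoplasmic median beta-catenin signal ratio per cell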
Dynein transport – inhibitors of GR-EGFP nuclear translocation, primary screen, dynein cargo transport inhibitor project, imaging, high-content, 3617.4 mouse cells; test concentration mostly 20 µM; stimulated with dexamethasone, 1 µM; stronger effect = lower value; z-score, hits read low; 220,000 tested, 0.47% active; AID 1381, 2008;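 active = plate z-score of nuclear minus cytoplasmic receptor signal below a set negative limit, without overly bright fluorescence or cell loss, cut at about -3.5 in these data, passing the limit was not always enough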;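 note: z-score of nuclear minus cytoplasmic ring GR-EGFP intensity difference per well; some compounds called inactive have numbers as strong as hits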
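Also added: dexamethasone, 1.0 µM final. Medium: tet-free, stripped-serum medium. Detection: fixed, Hoechst-stained cells imaged at 10x for EGFP. Read-out: nuclear-to-cytoplasmic GR-EGFP distribution per well. Times: induction 48 h, compound 1 h, agonist 30 min.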
WT yeast gro inh – growth inhibition of WT strain, primary screen, mitochondrial fusion inhibitor project, WT and mutant strains, chemical genetic | mitochondrial fusion phenotypic screen | inhibition, % at 10 µM | 190,000 tested, 2.1% active | AID 1362, 2008; in the data active = inhibition above about 58%; tested in S. cerevisiae
HIV fusion peptide – inhibitors of HIV fusion peptide binding, primary screen, biochemical, uHTS, fluorescence dequenching (AID 1986); cell-free peptide binding, fluorescence dequenching, 30 min; higher % means a stronger effect; 290,000 tested, 0.3% active; one-dose inhibition, % at 20 µM; IC50 in µM for titrated hits; in the data active = inhibition mostly above about 52%, no sharp cut-off; inactive = mostly below about 76%; note: some results filed as inactive read as strong as hits
MT stabilize HCS – microtubule stabilizers in HeLa cells, primary screen, imaging, high-content imaging; HeLa tubulin immunostaining HCS, 24 h; share of cells brighter than vehicle mean+2SD; % tubulin-high responders, % at 10 µM; 200,000 tested, 0.83% active;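 active = plate Z-score above 3 for both tubulin-high and condensed-nucleus cell shares, with cell loss under 80%, at 10 µM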;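 note: anti alpha tubulin signal scored within the nucleus-defined area of each cell; some results filed as inactive read as strong as hits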
Insulin prom up – insulin promoter activators in MIN6 cells, imaging, high-content screening, mouse beta cells; 190,000 tested, 0.3% active; z-score at 5 µM; MIN6 insulin promoter-GFP reporter; stronger effect = higher value;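 active = z-score above 3 at 5 µM with at least 500 cells counted in the well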
Yfh1-depleted yeast – enhancers of respiration in Yfh1-depleted yeast, dose response, Friedreich's ataxia, plus single-dose screen (AID 1465). S. cerevisiae Yfh1-off respiration, WST-1 reduction, 72 h; higher fold induction means a stronger effect. fold induction at 50 µM; hits with a dose series show EC50 in µM. 220,000 tested, 0.074% active;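 active = fold induction of absorbance versus untreated yeast above a set limit, then at least 30% activation at any dose in follow-up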;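 note: activators that raise dye reduction in frataxin-depleted yeast; strong numbers were not always called active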
Autophagy mod – autophagy modulators in MEF cells, primary screen, imaging, high-content, MEF GFP-LC3; MEF GFP-LC3 puncta imaging; test concentration mostly 10 µM; AID 463193, 2010; calls only at 10 µM (by protocol); 190,000 tested, 0.98% active;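 active = percentage of spot-positive cells more than 3 SD above its plate mean, without a fluorescence outlier flag or 80% toxicity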;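 note: spot-positive cell cutoff set from DMSO-treated cells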
WT yeast gro inh mutant strain – also measured in WT yeast gro inh; calls as there; inhibition, %; mitochondrial fusion phenotypic screen, mutant strain inhibition
Dynein transport cytoplasmic EGFP – recorded beside Dynein transport, whose call it bears; z-score; measured here: cytoplasmic GR-EGFP intensity; stronger effect = higher value
Dynein transport nuclear GR-EGFP – also measured in Dynein transport; calls as there; z-score; measured here: nuclear GR-EGFP intensity;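 lower value marks the stronger effect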
Dynein transport cell count – second read-out of Dynein transport, no call of its own (marks repeat the call); z-score; measured here: cell count per field
Insulin prom up cell count – second read-out of Insulin prom up, no call of its own (marks repeat the call); cell count; measured here: cytotoxicity, nuclei count;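 total cells summed across four imaged fields per well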
bCat nuc transl cell count 5 µM – recorded beside bCat nuc transl, whose call it bears; cell count; measured here: cell count, cytotoxicity flag
MT stabilize HCS Hoechst-high % – recorded beside MT stabilize HCS, whose call it bears; % Hoechst-high responders; measured here: nuclear condensation Hoechst responders;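 share of cells brighter than vehicle mean plus two SD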
MT stabilize HCS cytotoxicity % – second read-out of MT stabilize HCS, no call of its own (marks repeat the call); toxicity, %; measured here: cytotoxicity by cell density;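 0% = mean cell density of plate MIN control wells and 100% = no cells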
Autophagy mod cell loss 18 h – further read-out of Autophagy mod, marked with its call; toxicity, %; measured here: cell loss, nuclei count;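 cell loss after 18 h compound exposure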
* marks the source's active call; other numbers are inactive results; i = inactive; . = no result given.

SMILES	AID2073	bCat nuc transl	bCat nuc transl cell count 5 µM	Dynein transport	Dynein transport cytoplasmic EGFP	Dynein transport nuclear GR-EGFP	Dynein transport cell count	WT yeast gro inh	WT yeast gro inh mutant strain	HIV fusion peptide	MT stabilize HCS	MT stabilize HCS Hoechst-high %	MT stabilize HCS cytotoxicity %	Insulin prom up	Insulin prom up cell count	Yfh1-depleted yeast	Autophagy mod	Autophagy mod cell loss 18 h
O=C(CCl)NCCCCCCCCCNC(=O)CCl	0%	-3.9	524	-0.38	-0.23	-0.5	-0.2	-19	-6	3.0%	3.2	2.2	10	0.22	1008	i	i	-6
CCC(=O)NC(=S)Nc1ccc2oc(-c3ccc(OC)cc3)nc2c1	8%	-3.7	990	1.7	-0.062	1.6	-2	5	5	-0.4%	1.5	1.6	0.6	0.51	1533	i	i	12
Cc1cc(C)nc(N(C#N)CC(=O)N2CCC(C(N)=O)CC2)n1	17%	3.0	898	-0.85	-0.27	-1.1	0.99	-2	4	-1.1%	2.8	1.4	1.4	.	.	i	i	1
CCC(=O)Nc1cccc(C2=NOC3(C2)C[C@@H](C(N)=O)N(C(=O)c2cc([N+](=O)[O-])cc([N+](=O)[O-])c2)C3)c1 (stereo partly drawn)	-18%	3.9	1208	0.74	-0.53	0.65	-0.99	.	.	-1.7%	.	.	.	-0.65	824	i	.	.
Cc1cc(NC(=O)CCC(=O)N(CC2CCCO2)C(C(=O)NC2CCCC2)c2cccnc2)no1 (stereo not drawn)	0%	-1.9	1402	0.11	-0.16	-0.56	0.5	-2	-7	-0.6%	2.1	1.4	3.0	-0.16	1628	i	i	-2
CC(C)CCSc1nc2c(c(=O)[nH]c(=O)n2C)n1CCc1ccccc1	7%	-1.1	1186	-0.89	-0.21	-0.73	-0.61	18	6	0.0%	2.5	2.6	7.5	-0.45	1099	i	i	24
CCN(C(=S)NC(=O)CCc1ccccc1)c1ccccc1	-7%	.	.	0.49	-0.0032	0.55	-1.8	12	-14	-0.3%	4.4	1.8	6.1	-0.23	1244	i	i	2
Cc1cc(C(=O)NCCCN2CCCC2=O)no1	27%	-1.0	1091	-0.55	-0.26	0.028	-0.23	4	1	-0.9%	2.6	0.5	51	.	.	i	i	7
CCOc1ccc(NC(=O)Nc2cc(C(C)C)ccc2C)cc1	16%	-1.9	1435	0.049	-0.21	0.67	-0.58	.	.	-0.5%	.	.	.	-0.32	986	i	.	.
C=CCCN(C(CC(C)C)C(=O)OC)S(=O)(=O)c1cc(Br)ccc1Br (stereo not drawn)	-2%	-0.4	1168	-0.63	-0.79	-0.23	0.37	.	.	2.4%	.	.	.	-0.12	940	i	.	.
CCOC(=O)C1=C(C)NC(=O)C(C(N)=O)C12CCCCC2 (stereo not drawn)	2%	-5.2	1029	-0.68	0.083	0.019	1.3	-23	1	2.4%	3.0	3.0	6.0	0.94	1158	i	i	11
CC(C)CN(C(=O)COC(=O)c1ccc2ccccc2n1)C1CCS(=O)(=O)C1 (stereo not drawn)	4%	0.7	1006	1	-0.16	0.41	-0.39	8	-30	0.3%	2.8	3.0	6.4	-0.28	1326	i	i	18
COc1ccc(C(=S)N2CCN(C)CC2)cc1	-49%	.	.	-0.28	-0.42	0.03	0.78	.	.	-1.7%	1.3	1.7	13	.	.	i	i	-6
COc1cc(OC)c2c(c1)C(=O)OC2	4%	-2.9	613	0.73	-0.22	0.41	-0.65	3	15	1.8%	0.9	1.6	7.8	0.45	1275	i	i	-5
COc1ccc(NC(=O)CSc2nnc(Cn3c(=O)sc4ccccc43)n2C)cc1OC	13%	-3.0	1222	0.57	-0.23	0.64	0.45	12	-1	-1.7%	5.7	2.0	5.0	0.24	1183	i	i	1
COCCn1c(N2CCN(c3ccc(OC)cc3)CC2)nc2c1c(=O)[nH]c(=O)n2C	-1%	1.1	1088	-1.1	-0.21	-0.56	1.4	2	3	-1.8%	5.1	3.7	1.3	-0.9	1176	i	i	-1
CC(=O)/C(=N/Nc1ccccc1)N1CCOCC1	-5%	0.6	1038	-0.36	-0.026	-0.4	-0.061	8	14	-2.3%	1.5	2.7	8.5	-0.11	1929	i	i	-18
CCn1cc(C(=O)NC2CCCCC2C)c(=O)c2ccc(C)nc21 (stereo not drawn)	1%	-2.0	1255	0.67	-0.3	0.51	-0.69	14	38	-1.7%	4.6	2.0	8.0	-0.97	1205	i	i	-24
C=CCn1c(SCc2ccc(C(=O)Nc3nccs3)cc2)nnc1-c1ccc(C)c(Cl)c1	-7%	-2.1	1333	0.068	-0.19	-0.095	-0.14	23	39	-1.8%	2.9	1.4	5.3	-0.83	1486	i	i	3
COc1ccccc1CNC(=O)CN(C)CC(=O)Nc1cccc(F)c1	17%	-5.6	984	-0.55	-0.25	-0.12	1	8	22	-1.4%	2.3	1.5	6.8	-0.66	1276	i	i	-9
COc1ccc(-c2nc(NC(=O)CSc3nnc(C)s3)ns2)cc1	24%	0.4	1063	0.097	-0.081	0.77	-0.25	-11	0	2.1%	3.5	1.4	3.6	0.52	1107	i	i	2
CCC(C)N1C(=O)S/C(=C/c2ccc3c(c2)n(C)c(=O)n3C)C1=O (stereo not drawn)	41%	2.8	1072	-0.86	-0.29	-0.41	0.77	-2	16	1.9%	1.5	3.8	4.7	-0.47	1106	i	i	1
COc1nc2c(s1)C(=O)NCCC2	2%	-2.8	1071	-0.57	-0.066	0.071	0.79	-10	-20	-1.8%	5.7	2.6	13	-0.31	1946	i	i	14
COc1ccc2[nH]c(=O)c(CN(CCO)C(=O)c3ccccc3F)cc2c1	-3%	-0.4	1009	-0.25	-0.26	0.089	-0.17	15	3	2.5%	2.5	1.8	8.8	0.71	1893	i	i	5
Cc1nc2ccccc2n1CC(=O)OCC(=O)NCc1ccccc1	-5%	-3.9	1066	-0.13	-0.3	0.17	-0.31	2	-11	0.9%	3.5	0.8	1.9	-0.24	1519	i	i	18

Pulled by compound from the entries so far:
SMILES	AID2073	bCat nuc transl	bCat nuc transl cell count 5 µM	Dynein transport	Dynein transport cytoplasmic EGFP	Dynein transport nuclear GR-EGFP	Dynein transport cell count	WT yeast gro inh	WT yeast gro inh mutant strain	HIV fusion peptide	MT stabilize HCS	MT stabilize HCS Hoechst-high %	MT stabilize HCS cytotoxicity %	Insulin prom up	Insulin prom up cell count	Yfh1-depleted yeast	Autophagy mod	Autophagy mod cell loss 18 h
CCn1cc(C(=O)NC2CCCCC2C)c(=O)c2ccc(C)nc21 (stereo not drawn)	1%	-2.0	1255	0.67	-0.3	0.51	-0.69	14	38	-1.7%	4.6	2.0	8.0	-0.97	1205	i	i	-24
C=CCn1c(SCc2ccc(C(=O)Nc3nccs3)cc2)nnc1-c1ccc(C)c(Cl)c1	-7%	-2.1	1333	0.068	-0.19	-0.095	-0.14	23	39	-1.8%	2.9	1.4	5.3	-0.83	1486	i	i	3
CCN(C(=S)NC(=O)CCc1ccccc1)c1ccccc1	-7%	.	.	0.49	-0.0032	0.55	-1.8	12	-14	-0.3%	4.4	1.8	6.1	-0.23	1244	i	i	2
COc1cc(OC)c2c(c1)C(=O)OC2	4%	-2.9	613	0.73	-0.22	0.41	-0.65	3	15	1.8%	0.9	1.6	7.8	0.45	1275	i	i	-5

Later entries
SMILES	AID2073	bCat nuc transl	bCat nuc transl cell count 5 µM	Dynein transport	Dynein transport cytoplasmic EGFP	Dynein transport nuclear GR-EGFP	Dynein transport cell count	WT yeast gro inh	WT yeast gro inh mutant strain	HIV fusion peptide	MT stabilize HCS	MT stabilize HCS Hoechst-high %	MT stabilize HCS cytotoxicity %	Insulin prom up	Insulin prom up cell count	Yfh1-depleted yeast	Autophagy mod	Autophagy mod cell loss 18 h
CCc1cc2c(SCC(=O)c3ccc(Cl)s3)ncnc2s1	8%	-1.9	1298	-0.18	-0.37	-0.15	0.31	45	43	0.6%	1.2	1.3	19	-0.29	955	i	i	-4
COc1ccc(CCNC(=O)CN(CCc2ccccc2)S(C)(=O)=O)cc1	11%	-4.1	1033	0.064	-0.22	-0.16	0.48	2	-7	1.6%	2.3	1.3	6.9	0.64	1428	i	i	21
Cc1ccc(CSc2nccc(-c3c(C)nc4ccccn34)n2)cc1	6%	55*	474*	0.44	-0.22	0.0057	-0.086	.	.	-0.5%	.	.	.	.	.	i	.	.
CNC(=S)N/N=C/c1ccc(-c2ccc(Cl)c([N+](=O)[O-])c2)o1	-16%	1.0	993	0.44	-0.18	0.26	0.95	16	9	0.8%	2.7	2.3	6.5	0.23	1428	i	i	0
Cc1nn(CCC(=O)NNC(=S)Nc2ccccc2)c(C)c1Br	-36%	2.9	500	-0.55	-0.1	-0.5	0.26	9	-20	-2.1%	3.6	2.9	1.0	0.2	1270	i	i	-12
CN(C)CCNC(=O)c1ccc(CS(=O)(=O)c2ccc(Br)cc2)o1	.	.	.	-0.82	-0.21	-0.35	0.21	12	-4	.	4.4	2.9	7.1	.	.	i	i	6
COc1cc(C(=O)NCCCN2CCCC2=O)cc(OC)c1OC	-6%	.	.	0.095	-0.35	-0.042	0.82	5	-4	1.6%	0.8	1.5	18	0.16	833	i	i	4
CCOC(=O)C1(C)NC(c2ccc(OC)c(OC)c2)C2C(=O)N(CC)C(=O)C21 (stereo not drawn)	-1%	0.3	1026	0.37	-0.21	-0.53	-0.73	3	15	0.1%	2.5	2.4	8.9	-0.56	1612	i	i	2
COc1ccc(COCC(O)CN2CCOCC2)cc1OC (stereo not drawn)	11%	-2.3	882	0.95	-0.24	0.38	0.29	-11	-3	-0.9%	1.9	2.3	15	0.11	1382	i	i	10
Cc1ccc(-n2nc(-c3ccco3)cc2C(=O)NCc2cccnc2)cc1	18%	-2.8	958	-0.67	-0.19	0.0056	-0.13	-23	0	-3.3%	5.1	2.9	8.2	-1.9	1007	.	i	-5
